Casp6 inh: blocks human caspase-6 cleavage activity; AID 686996; purified caspase-6, Z-VEID-R110 cleavage fluorescence; 350,000 compounds, 0.53% hits; inhibition, % at 12.5 µM;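 active = mean inhibition across replicates at least about 35%, with every replicate also reaching that limit, limit read from the data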;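 note: 0% = median of neutral control wells and 100% = no fluorescence left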
Target sequence (P55212 24-179 limits assumed): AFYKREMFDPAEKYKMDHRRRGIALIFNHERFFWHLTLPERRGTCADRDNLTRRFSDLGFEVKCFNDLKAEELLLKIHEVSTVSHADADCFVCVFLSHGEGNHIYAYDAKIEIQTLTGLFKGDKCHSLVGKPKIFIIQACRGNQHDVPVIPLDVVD
Target sequence (P55212 194-293 limits assumed): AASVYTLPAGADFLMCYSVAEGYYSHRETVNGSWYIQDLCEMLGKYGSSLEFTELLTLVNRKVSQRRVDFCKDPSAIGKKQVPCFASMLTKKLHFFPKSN
Cneo AK release: causes C. neoformans cell lysis; adenylate kinase release luminescence, 4 h; normalised: neutral wells 0, clomiphene wells 100; lysis activity, % at 15 µM; 360,000 compounds, 0.2% hits;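 active = mean lysis activity across replicates of at least 80%, whatever share of replicates individually reach that level; inactive = mean lysis activity below 80%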
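Assay system: log-phase C. neoformans yeast / Quantity: yeast cell density of 5 × 10^6 cells/mL / Medium: fresh YPD growth medium / Compound: single dose / Timing: static 4 h at 37 °C with compound, 1 h detection / Measured by: adenylate kinase release luminescence / Read-out: lysis from increased AK signal / Benchmarks: Clomiphene as positive lysis control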
PGC1a acetyl inh: lowers PGC1a acetylation signal in U2OS cells; inhibition, % at 15.6 µM; AlphaScreen anti-acetyl-lysine; with virally co-expressed GCN5 acetyltransferase; 350,000 compounds, 0.17% hits;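 active = every replicate shows inhibition of at least 40%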;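 note: 0% = neutral control wells and 100% = positive control wells; some results beyond the cut were filed as inactive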
EWS-Fli inh: inhibitors of EWS/Fli oncoprotein transcriptional activity. A673 NR0B1-luciferase reporter, viability-normalised. 350,000 compounds, 0.67% hits. inhibition, % at 12.6 µM;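 active = mean inhibition of at least 50% after viability correction, with every replicate also passing that limit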;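 note: firefly luciferase signal divided by Alamar Blue viability fluorescence both relative to DMSO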
PAX8 reporter: lowers PAX8-driven luciferase in RMG-I cells. 360,000 compounds, 1.2% hits. inhibition, % at 12.6 µM. AID 652154. RMG-I TPO-luciferase reporter, SteadyGlo, 24 h;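 active = mean replicate inhibition at least 60% with every replicate also reaching 60%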;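 note: luciferase light reporting Pax8 driven TPO promoter activity; plate controls were median of neutral control wells for no effect and mitoxantrone controls for full effect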
LGR2 inh: inhibitors of bursicon-induced Drosophila LGR2 receptor cAMP signaling. 380,000 compounds, 0.35% hits. HEK293 LGR2, CRE-luciferase, bursicon-stimulated, 4 h. inhibition, % at 9.99 µM. AID 720647;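 active = drop in luminescence signal, shown as inhibition above about 50% in the replicate tests, limit read from the data, passing the limit was not always enough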;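 note: agonist challenge used bursicon conditioned medium at about half maximal strength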
FN deposition inh: fibronectin deposition inhibition. AH1F fibroblasts, Alexa488-fibronectin deposition fluorescence, overnight. 350,000 compounds, 0.086% hits. inhibition, % at 12.6 µM;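 active = mean inhibition across replicates of 30% or more, regardless of how many single replicates reach that level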;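 note: positive control wells lacked labelled fibronectin entirely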
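Material: AH1F fibroblasts assembling fluorescent fibronectin matrix; amount: 10000 AH1F cells/well; medium: DMEM, 2% serum; reagent: Alexa488-fibronectin, 24 nM final in well; dosing: single compound dose, delivered by pin transfer; incubation: 1 h adhesion, overnight exposure; detection: fluorescence after three HBSS washes, excitation 485 nm, emission 525 nm; measure: fibronectin deposition inhibition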
miR-122 sensor: inhibitors of miR-122 in Huh7 cells; Huh7 miR-122 Renilla luciferase sensor, 48 h; neutral wells = 0, positive control = 100; activation (reporter increase), % at 12.5 µM; 340,000 compounds, 0.3% hits;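 active = mean replicate activation score at least 90 and every replicate individually at or above 90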;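 note: higher luciferase means less miR-122 activity so hits act as miR-122 inhibitors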
Starred values were filed as active, the others as inactive; · = no result given; & = joins results of further samples; [ ] = another dose, or the depositor's remark.

SMILES | Casp6 inh | Cneo AK release | PGC1a acetyl inh | EWS-Fli inh | PAX8 reporter | LGR2 inh | FN deposition inh | miR-122 sensor
Fc1ccc(NC(=S)Nc2cc(-c3ccccc3)[nH]n2)cc1Cl | 1 | 1 | -4 | 11 | 20 | -3 | 6 | 8
Cc1noc(C)c1S(=O)(=O)Nc1ccccc1N1CCOCC1 | 1 | · | · | 2 | 1 | -5 | -3 | ·
Cc1oc(-c2ccccc2)cc1C(=O)Nc1cccc(/C=C\C(=O)O)c1 | 3 | · | · | -1 | 5 | · | 5 | ·
CCCCS(=O)(=O)N1CCN(S(=O)(=O)c2ccc(Cl)s2)CC1 | 0 | -2 | · | · | -3 | -20 | · | ·
CO[C@H]1CN(C)C(=O)c2cc(NC(=O)C3CC3)ccc2OC[C@H](C)N(CCc2ccccc2)C[C@@H]1C | · | 0 | 1 | 4 | 12 | -5 | -7 | -8[16.7 µM]
COc1ccccc1CNCC(=O)Nc1ccc(N2CCOCC2)cc1 | · | 1 | -6 | · | 6 | 14 | 5 | 0
COC(=O)c1ccc(NC(=O)CCN2CCN(c3ccccc3)CC2)cc1 | · | 1 | -4 | · | 13 | · | -2 | 1
C[C@H](CO)N1C[C@H](C)[C@H](CN(C)S(=O)(=O)c2cccs2)OCCCC[C@H](C)Oc2ccc(NS(=O)(=O)c3cn(C)cn3)cc2C1=O | 1 | 5 | 1 | -21 | -6 | 3 | -10 | 2[16.7 µM]
CC(OC(=O)Cn1ccccc1=O)C(=O)Nc1cc(Cl)cc(Cl)c1 (configuration not stated) | 3 | 1 | -1 | 5 | -14 | 2 | · | -1
COc1cc(OC)c(-n2cc(-c3ccc(OC)c(OC)c3)[nH]c2=S)cc1Cl | 7 | -1 | · | -1 | -5 | 22 | -3 | ·
C[C@@H]1CN([C@@H](C)CO)C(=O)c2cccc(NC(=O)c3ccncc3)c2O[C@H]1CN(C)Cc1ccc2c(c1)OCO2 | 1 | -3 | 21 | 5 | -12 | · | 3 | 8[16.7 µM]
CN(C)CCCNC(=O)[C@H]1[C@H](CO)[C@H]2Cn3c(ccc(-c4ccc(F)cc4)c3=O)[C@H]2N1C | · | -3 | 5 | -4 | -11 | 8 | · | 1[16.7 µM]
O=C(c1ccc(F)cc1)N1CC(=O)N2[C@H](CO)[C@@H](c3ccc(C#CC4CC4)cc3)[C@H]2C1 | -1 | · | -3 | 4 | -2 | 3 | -9 | ·
COc1ccc(C(=O)OCC(=O)NCc2ccc3c(c2)OCO3)cc1S(=O)(=O)N1CCOCC1 | 1 | 0 | 3 | -5 | 8 | -13 | -7 | -5
COC(=O)C[C@H]1C=C[C@@H](NS(=O)(=O)c2ccc(OC)cc2)[C@H](CO)O1 | -2 | 19 | 9 | -4 | -5 | -1 | -1 | ·
CC(C)CCn1c(=O)c2ccccc2n2c(CN3CCCC3)nnc12 | -1 | 2 | 4 | 11 | -2 | -48 | 2 | 0
Cc1nc(NCCc2ccc(S(N)(=O)=O)cc2)c2c(C)c(C)sc2n1 | · | 6 | 0 | · | 18 | · | -6 | 4
COCC(=O)Nc1ccc2c(c1)C(=O)N(C)C[C@H](OC)[C@@H](C)CN(Cc1ccccc1F)[C@@H](C)CO2 | -5 | 0 | 1 | 7 | 8 | 10 | 16 | ·
Cc1ccc(C(=O)NCCNc2ncc(C(F)(F)F)cc2Cl)cc1[N+](=O)[O-] | 3 | 6 | · | 9 | 2 | 8 | 4 | 2
Cc1cc([N+](=O)[O-])ccc1NC(=O)c1ccc(NC(=O)C(C)C)cc1 | 0 | -2 | · | 4 | -4 | -3 | -13 | -7
O=C(c1cn(Cc2ccccc2)nc1-c1cccnc1)N1CCN(Cc2ccccc2)CC1 | 0 | -2 | 0 | 1 | 33 | 0 | -4 | -4
COc1cc(OC)cc(OC(=O)C2CCN(S(=O)(=O)c3ccc(OC)c(OC)c3)CC2)c1 | 1 | -2 | 21 | 2 | -14 | -1 | 8 | -2
Cc1ccc(OCc2nc(C#N)c(NCc3ccco3)o2)cc1 | · | 1 | -2 | · | -18 | · | 8 | -6
COC(=O)c1cc(-c2cc(OC)ccc2OC)nc2c1c(=O)n(C)c(=O)n2Cc1ccccc1 | -9 | · | · | 8 | -10 | -10 | 0 | 12
Cc1cccc(Cn2c(N3CCN(CCO)CC3)nc3c2c(=O)[nH]c(=O)n3C)c1 | 1 | -1 | · | -19 | 25 | · | 4 | -1

(listing goes on)
SMILES | Casp6 inh | Cneo AK release | PGC1a acetyl inh | EWS-Fli inh | PAX8 reporter | LGR2 inh | FN deposition inh | miR-122 sensor
O=C(c1cccc(Cl)c1)N1CCC(=O)N(C(CO)Cc2ccccc2)CC1 (configuration not stated) | 1 | -2 | -15 | -53 | -37 | -2 | -4 | 0
c1cncc(-c2ccc(C3[C@@H]4CN(Cc5ccc6c(c5)OCO6)C[C@H]3N4)cc2)c1 (some centres not stated) | · | · | 6&-13 | 9&5 | 11&6 | 45&9 | 0&5 | ·
OCCCNc1ncnc2c1ncn2[C@H]1CN(Cc2ccc(Cl)cc2)C[C@@H](CO)O1 | -3 | 1 | · | 0 | -10 | 7 | -6 | -9
COc1cc(-c2nc3cccc(C)n3c2NCC2CCCO2)ccc1O (configuration not stated) | 0 | · | 4 | 1 | -47 | · | -4 | ·
Cc1cccc(NC(=O)C2CCCN2S(=O)(=O)c2ccc(Cl)cc2)n1 (configuration not stated) | -2 | 0 | -16 | -3 | · | 24 | -2 | -1
Cc1cc(C)n2nc(C)c(Br)c2n1 | 4 | -1 | -10 | -4 | -19 | · | -14 | 2
Cc1cc(C)n(-c2nnc(C)n2/N=C/c2ccccc2F)n1 | · | 7 | 5 | · | -15 | · | 0 | 1
CS(=O)(=O)c1ccc2nnn(OCC(=O)Nc3cccc(C#N)c3)c2c1 | -3 | · | -7 | 23 | 2 | -4 | -3 | 8
CCCCn1c(SCC(=O)Nc2ccc(OC)cc2)nc2ccc(N3CCOCC3)cc2c1=O | · | -2 | 0 | · | 4 | · | -23 | -1
CCC(NC(=O)C1(C)CC1(Br)Br)c1ccc(C)cc1 (configuration not stated) | · | -2 | -26 | · | · | -4 | · | 11
COc1ccnc(Oc2ccc(F)cc2)c1C(=O)N/C=N/OCc1cccc(F)c1 | 2 | 0 | 1 | -12 | -2 | 7 | -21 | -4
COc1ccc2c3c([nH]c2c1)[C@@H](CO)N(C(C)=O)CC31CCN(C(=O)c2ccc3c(c2)OCO3)CC1 | -1 | · | -10 | 1 | -15 | -32 | -4 | ·
Cc1ccc2cccc(N)c2n1 | 12 | -1 | -5 | -6 | 16 | -12 | -1 | -1
CCN1[C@H](C(=O)NCc2cccc(OC)c2)[C@@H](CO)[C@@H]2Cn3c(ccc(C4=CCCC4)c3=O)[C@@H]21 | -2 | 0 | · | 8 | 12 | 1 | · | ·
N=c1n(CC(=O)c2cccc([N+](=O)[O-])c2)c2ccccc2n1Cc1ccccc1 | · | 0 | · | -10 | 3 | 8 | · | 1
CCC(=O)N(C)C[C@H]1[C@H](c2ccc(-c3cccnc3)cc2)[C@@H](CO)N1C(C)=O | 1 | -6 | -3 | 3 | 7 | 2 | -1 | -29[16.7 µM]
c1ccc2c(c1)nc1n2CCC1 | 0 | -1 | 4 | -3 | 3 | 0 | 17 | ·
O=C(NC1=NCCS1)C1COc2ccccc2O1 (configuration not stated) | · | -13 | 11 | · | · | · | 0 | 4
O=C(C[C@@H]1C[C@H]2c3cc(NC(=O)C4CCOCC4)ccc3O[C@H]2[C@@H](CO)O1)NCC1CC1 | -2 | 0 | 7 | 0 | -10 | -5 | -16 | 2[16.7 µM]
CCN(c1ccccc1C)S(=O)(=O)c1cc2c3c(c1)CCN3C(=O)CC2 | 5 | -1 | -17 | 1 | 13 | -17 | 0 | -11
O=C(Nc1ccc(F)cc1)N1CCCCN2[C@H](CO)[C@H](c3ccc(C#CC4CC4)cc3)[C@@H]2C1 | 0 | 0 | 17 | 3 | 30 | 24 | · | -5[16.7 µM]
Cc1ccccc1OCC(=O)OCC(=O)NC12CC3CC(CC(C3)C1)C2 | -2 | 0 | · | -7 | -3 | 3 | -13 | -1
COc1ccc(S(=O)(=O)NCCSCc2ccco2)cc1 | · | 0 | 8 | · | · | 24 | · | 6
COc1cccc(-c2cc(C(=O)Nc3cc(C)nn3-c3ccccc3)no2)c1 | · | · | -7 | · | -19 | · | 1 | -4
CCOC(=O)C1=C(COC(=O)CCOc2cc(C)ccc2C)NC(=O)NC1C (configuration not stated) | 2 | 4 | 5 | -4 | -5 | -12 | -4 | -6

(next part)
SMILES | Casp6 inh | Cneo AK release | PGC1a acetyl inh | EWS-Fli inh | PAX8 reporter | LGR2 inh | FN deposition inh | miR-122 sensor
COc1ccc(NC(=O)Nc2cccc3c2O[C@@H](CN(C)C(=O)Nc2ccc(C(F)(F)F)cc2)[C@@H](C)CN([C@@H](C)CO)C3=O)cc1 | · | -5 | 8 | -6 | -9 | 8 | · | -4[16.7 µM]
COc1ccc(N/N=C(/C(N)=O)C2=NC(C)(C)Cc3ccccc32)cc1 | 4 | · | · | 10 | 37 | 4 | -7 | ·
C/C=C/c1cc(OC)c2c(c1)[C@H](C)[C@@H](c1ccc(O)c(OC)c1)O2 | 1 | 0 | -10 | 10 | · | · | · | -2
CCOC(=O)N1CCC(Nc2c(-c3ccc(C)cc3)c(=O)c2=O)CC1 | · | 1 | -4 | · | · | · | -2 | -7
CC(=O)N1CC2(C1)[C@@H](c1ccc(-c3ccc(F)cc3)cc1)[C@H](CO)N2C(C)=O | -1 | · | 6 | 2 | -2 | 0 | · | ·
COc1cccc2sc(Nc3nnc(-c4ccc(F)cc4)o3)nc12 | -2 | 3 | -7 | 6 | 41 | -23 | -2 | 3

Whole records, quoted from the list. Order of values: Casp6 inh	Cneo AK release	PGC1a acetyl inh	EWS-Fli inh	PAX8 reporter	LGR2 inh	FN deposition inh	miR-122 sensor
Cc1nc(NCCc2ccc(S(N)(=O)=O)cc2)c2c(C)c(C)sc2n1 reads ·	6	0	·	18	·	-6	4
CCCCS(=O)(=O)N1CCN(S(=O)(=O)c2ccc(Cl)s2)CC1 reads 0	-2	·	·	-3	-20	·	·

By substructure: the entries above with a Cl atom (eight)
SMILES | Casp6 inh | Cneo AK release | PGC1a acetyl inh | EWS-Fli inh | PAX8 reporter | LGR2 inh | FN deposition inh | miR-122 sensor
Fc1ccc(NC(=S)Nc2cc(-c3ccccc3)[nH]n2)cc1Cl | 1 | 1 | -4 | 11 | 20 | -3 | 6 | 8
CCCCS(=O)(=O)N1CCN(S(=O)(=O)c2ccc(Cl)s2)CC1 | 0 | -2 | · | · | -3 | -20 | · | ·
CC(OC(=O)Cn1ccccc1=O)C(=O)Nc1cc(Cl)cc(Cl)c1 (configuration not stated) | 3 | 1 | -1 | 5 | -14 | 2 | · | -1
COc1cc(OC)c(-n2cc(-c3ccc(OC)c(OC)c3)[nH]c2=S)cc1Cl | 7 | -1 | · | -1 | -5 | 22 | -3 | ·
Cc1ccc(C(=O)NCCNc2ncc(C(F)(F)F)cc2Cl)cc1[N+](=O)[O-] | 3 | 6 | · | 9 | 2 | 8 | 4 | 2
O=C(c1cccc(Cl)c1)N1CCC(=O)N(C(CO)Cc2ccccc2)CC1 (configuration not stated) | 1 | -2 | -15 | -53 | -37 | -2 | -4 | 0
OCCCNc1ncnc2c1ncn2[C@H]1CN(Cc2ccc(Cl)cc2)C[C@@H](CO)O1 | -3 | 1 | · | 0 | -10 | 7 | -6 | -9
Cc1cccc(NC(=O)C2CCCN2S(=O)(=O)c2ccc(Cl)cc2)n1 (configuration not stated) | -2 | 0 | -16 | -3 | · | 24 | -2 | -1
